M1 PAM parental = nonselective activator or artifact in parental CHO-K1 calcium assay; ATP EC20, Fluo-8 calcium fluorescence; 0% at ATP EC20, 100% at ATP max; activation, % at 3 µM; actives 0.02% (n = 360,000); AID 602247;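 active means activation above the run cutoff, the mean activation of all test compounds plus 3 SD, cut at about 40% in these data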;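 further: peak over basal fluorescence ratio in a 140 s read after ATP addition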
M1 antag = blocks human M1 muscarinic receptor; P11229; CHO-K1 hM1, Fluo-8 calcium fluorescence, ACh EC80 antagonist; inhibition, % at 3 µM; actives 1.3% (n = 360,000);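 active means percent inhibition above its own plate's cutoff, namely the mean of that plate's compound wells plus 3 SD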;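 further: peak over basal fluorescence ratio during 140 s after agonist addition; 0% = ACh EC80 plus DMSO and 100% = DMSO alone without agonist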
Target sequence (P11229 whole entry, looked up): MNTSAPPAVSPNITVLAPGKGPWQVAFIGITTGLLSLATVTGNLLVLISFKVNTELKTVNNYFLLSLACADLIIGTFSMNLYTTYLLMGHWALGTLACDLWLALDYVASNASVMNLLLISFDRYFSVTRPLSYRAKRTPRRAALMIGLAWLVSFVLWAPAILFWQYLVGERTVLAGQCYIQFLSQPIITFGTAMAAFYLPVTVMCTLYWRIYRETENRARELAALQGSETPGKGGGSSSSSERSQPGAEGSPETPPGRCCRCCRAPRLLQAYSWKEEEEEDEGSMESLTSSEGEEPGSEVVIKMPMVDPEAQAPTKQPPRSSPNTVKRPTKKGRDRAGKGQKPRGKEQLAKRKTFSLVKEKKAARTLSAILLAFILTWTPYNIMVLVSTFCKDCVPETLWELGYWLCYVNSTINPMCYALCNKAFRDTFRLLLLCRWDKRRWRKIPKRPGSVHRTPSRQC
OXTR potentiator = potentiates the human oxytocin receptor response; actives 0.061% (n = 320,000); CHO-OTR cells, Fluo-8 calcium fluorescence, potentiator mode; 0% = oxytocin EC15, 100% = EC100; activation, % at 3 µM;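 active means activation above that plate's cutoff, the mean activation of tested compounds plus 3 SD, cut at about 6.6% in these data, passing the limit was not always enough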;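 further: 100% uses oxytocin at 75 nM as the full agonist control; some results filed as inactive read as strong as hits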
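Assay system: CHO-OTR cells, human receptor / Also added: oxytocin at about EC15, sub-maximal agonist stimulus / Dosing: single dose, 3.0 µM nominal final compound concentration / Incubation: 6 min pre-incubation, 100 s read / Technique: Fluo-8 calcium dye fluorescence / Read-out: % activation vs EC15 and EC100 oxytocin / Benchmarks: EC15 oxytocin low, 75 nM oxytocin high / Replicates: singlicate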
CHO parental Ca = counter-screen for OX1R antagonists: effect in parental CHO cells; parental CHO-K1, ATP-induced calcium, Fluo-8 fluorescence; inhibition, % at 5.6 µM; actives 0.63% (n = 330,000);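 active means inhibition above that plate's mean sample inhibition plus 3 SD, cut at about 26% in these data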;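 further: 0% = ATP-challenged DMSO wells and 100% = DMSO wells without ATP; some compounds past the cut are filed as inactive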
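material = parental CHO cells | also added = ATP as calcium-mobilizing challenge | dosing = single point at 5.6 µM | detection = intracellular calcium via Fluo-8 no-wash fluorescent dye | read-out = % inhibition | benchmarks = low control ATP plus DMSO, high control DMSO only | repeats = one well per compound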
M1 ag parental = nonselective activator or artifact in parental CHO-K1 cells; Fluo-8 calcium fluorescence; scaled to maximal ATP response, vehicle zero; activation, % at 3 µM; actives 0.48% (n = 360,000); AID 602248; in the data active means activation above about 15%;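 further: untransfected CHO-K1 host cells lacking M1 receptor as counterscreen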
CHO-K1 Ca antag = counter-screen for M1 antagonists: effect in parental CHO-K1 cells | AID 602250 | actives 0.6% (n = 360,000) | inhibition, % at 3 µM | ATP-induced calcium, Fluo-8 fluorescence;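 active means inhibition above a per-plate cutoff, the plate's mean sample inhibition plus 3 SD, cut at about 24% in these data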;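 further: 0% = DMSO plus EC80 ATP and 100% = DMSO alone without ATP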
M1 ag = human M1 muscarinic receptor agonism | P11229 | CHO-K1 hM1, Fluo-8 calcium fluorescence, agonist mode; 0% DMSO, 100% acetylcholine EC100 | activation, % at 3 µM | actives 0.33% (n = 360,000);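 active means activation above the run's mean compound activation plus 3 SD, cut at about 16% in these data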;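 further: peak over basal fluorescence ratio within a 140 s kinetic read after compound addition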
TAAR1 antagonist = human TAAR1 antagonism; CHO RD-HGA16 TAAR1, Fluo-8 calcium fluorescence, antagonist; inhibition, % at 3 µM; actives 1.5% (n = 360,000); AID 624466;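 active means inhibition above a per-plate cutoff, the mean inhibition of test compounds on that plate plus 3 SD, cut at about 49% in these data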;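 further: 0% = DMSO plus EC80 beta-PEA response and 100% = DMSO alone without agonist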
Target sequence (Q96RJ0 whole entry, looked up): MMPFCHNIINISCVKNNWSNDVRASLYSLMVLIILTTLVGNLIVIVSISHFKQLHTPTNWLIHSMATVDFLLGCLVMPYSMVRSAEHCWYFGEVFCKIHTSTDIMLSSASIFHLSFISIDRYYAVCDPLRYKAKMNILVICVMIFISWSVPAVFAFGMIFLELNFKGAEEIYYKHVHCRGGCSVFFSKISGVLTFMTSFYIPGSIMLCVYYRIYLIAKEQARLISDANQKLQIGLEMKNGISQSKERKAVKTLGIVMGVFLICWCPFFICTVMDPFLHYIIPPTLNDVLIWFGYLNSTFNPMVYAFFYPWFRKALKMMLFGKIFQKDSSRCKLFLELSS
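Test system – hTAAR1-expressing CHO RD-HGA16 cells, Gα16-coupled · Also added – β-PEA at EC80 concentration, post-compound challenge · Compound – 3 µM, single point · Incubation – dye loading 75 min at 37 °C, then 30 min room temperature · Measured by – Fluo-8 intracellular calcium dye fluorescence, real-time kinetic reads · Benchmarks – vehicle and agonist controls · Replicates – singlicate, one well per test compound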
TAAR1 ag = agonists of human TAAR1; actives 0.99% (n = 360,000); AID 624467; activation, % at 3 µM; CHO RD-HGA16 TAAR1, Fluo-8 calcium fluorescence; vehicle wells 0%, saturating PEA agonist 100%; Q96RJ0;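 active means activation above the mean activation of all test compounds in the run plus 3 SD, cut at about 38% in these data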
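Test system: RD-HGA16 (CHO) cells co-expressing Gα16 and hTAAR1; dosing: one-point dosing at 3 µM (nominal); timing: 17-24 h seeding, 75 min 37 °C dye, 30 min RT; signal: kinetic Fluo-8 calcium fluorescence; read-out basis: % activation relative to PEA EC100 response; controls: DMSO and PEA EC100; replicates: n 1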
The depositor's hits bear a star; / = no result given.

Below each SMILES: M1 PAM parental, M1 antag, OXTR potentiator, CHO parental Ca, M1 ag parental, CHO-K1 Ca antag, M1 ag, TAAR1 antagonist, TAAR1 ag
- Cc1ccc(C23CC4CC(CC(NC(=O)N5CCN(C)CC5)(C4)C2)C3)cc1
→ 18, -27, -9, -26, 0.5, -10, -4, -11, 2
- Cc1ccc(C)c(Oc2coc3cc(OC(=O)c4cccs4)ccc3c2=O)c1
→ 8, -29, -7, -1, 0.5, -11, -3, 29, 4
- O=C(O)/C=C/C(=O)NCCCc1ccccc1
→ 14, 0, -8, 3, 0.3, -20, -3, 34, 74*
- COc1ccc(-c2cc(C(=O)Nc3sc4c(c3C#N)CCCC4)c3ccccc3n2)cc1
→ 3, -3, 2, -13, -0.1, 0, -3, 9, 0
- CCOc1ccccc1CNC(=O)c1cc2oc3ccccc3c2n1CC
→ 24, -9, -5, -13, 0.8, -12, -2, 4, 3
- CCOc1ccc2nc(NC(=O)CSc3nc4cccnc4n3C)sc2c1
→ 2, -27, -11, -16, 0.7, 0, -1, -6, 16
- Cc1cccc(Oc2sc(C(=O)c3ccccc3)c(N)c2C#N)c1C
→ 0, -9, -13, -35, -0.3, -10, -1, 30, 9
- COc1ccccc1N1CCN(C(=O)[C@@H]2CCCN2C2=NS(=O)(=O)c3ccccc32)CC1
→ -5, -6, /, /, 0.5, -1, 0, -15, 1
- Cc1cccc(/C(N)=N/OC(=O)C23CC4CC(CC(C4)C2)C3)c1
→ 30, -2, -2, -13, 0.7, -10, -7, -19, 8
- COCC(=O)Nc1ccc2nc3n(c(=O)c2c1)CCCCC3
→ 7, -15, -1, -9, 1.0, -12, -4, -14, 5
- O=C(Nc1ccccc1)c1ccc(NCCc2ccccc2)c([N+](=O)[O-])c1
→ 5, -4, -2, -19, -0.4, -3, 0, -6, 8
- Cc1cc(C)c(S(=O)(=O)Nc2ccc(O)cc2)cc1C
→ 15, 4, -7, -8, 2.4, -4, 6, /, /
- O=C(NCCN1CCCCC1)c1cc(COc2c(F)cccc2F)on1
→ 1, 10, -19, -4, -0.5, -5, -6, -26, 1
- Cc1ccc(C(=O)N/C(=C\c2cccs2)C(=O)NCCCn2ccnc2)cc1C
→ 15, -13, -3, -6, 0.3, -10, -4, -1, 8
- COC(=O)CSc1nc2c(c(-c3ccc(C)o3)c1C#N)CCCC2
→ 10, 1, -10, 4, 0.6, -4, -8, 18, 7
- CCOC(=O)c1[nH]c(C)c(C(=O)OCC(=O)N(Cc2ccccc2)C(C)C)c1C
→ 7, -5, 0, -22, 4.1, -17, -1, 24, 6
- O=C(Nc1ccc(F)cc1)c1sccc1SCc1cccc(C(F)(F)F)c1
→ 12, 9, -8, -1, 1.1, -27, -9, -16, 1
- Cc1ccc(Oc2nnc(-c3cccs3)c3ccccc23)cc1C
→ 19, 8, -4, 40*, 0.4, -13, -5, -2, -1
- COc1ccc(OCCNC(=O)C2(C)CCN2Cc2ccc(SC)cc2)cc1 (configuration not stated)
→ -3, 11, /, /, 1.7, 2, -6, 20, -2
- O=C(c1ccco1)N1CCN(Cc2nnnn2CC2CCCO2)CC1 (configuration not stated)
→ 21, -5, -2, 0, 0.7, -18, -7, -18, 7
- Cc1cccc(NC(=O)C2C3C=CC(O3)C2C(=O)O)c1C (configuration not stated)
→ 17, -3, 5, -1, 0.1, -17, -3, 3, 0
- CN1CCN(C(=O)c2cc3ccccc3oc2=O)CC1
→ 17, -24, -1, -6, 0.5, -14, -3, -5, 2
- Nc1cc(OCc2ccccc2)ccc1OCc1ccccc1
→ 15, -8, /, /, 0.6, -12, -3, -4, -1
- CCc1nc2ccc(C(=O)NCCOc3ccc(OC)cc3)cn2c1N(C)CCCc1ccccc1
→ 9, 35*, /, /, 0.4, -1, -7, 40, 3
- CC(=O)N1CCc2cc(Br)cc(S(=O)(=O)NCCCN3CCCC(C)C3)c21 (configuration not stated)
→ 16, -18, 8, -17, 0.1, -8, -8, -6, 6
- COc1ccccc1N1CCN(C(=O)CCCCCn2c(=O)[nH]c3ccsc3c2=O)CC1
→ 6, 6, -2, -25, 6.8, -7, 0, 56*, 12
- O=C(COC(=O)[C@@H]1CC(O)CN1S(=O)(=O)c1ccc2c(c1)OCCO2)NCc1ccc(F)cc1 (some centres not stated)
→ -4, -8, 2, -9, -0.1, -7, -3, 5, 1
- COc1ccc(C(=O)OC(C)C(=O)NC(C)CCc2ccccc2)cc1[N+](=O)[O-] (configuration not stated)
→ -22, 0, -7, 5, 1.5, 4, -7, -10, -1
- COc1cc(/C=C(\C#N)c2nc3ccccc3s2)cc([N+](=O)[O-])c1O
→ 7, 1, /, /, 1.2, 14, -3, 2, 1
- Cc1ccc(C(C(=O)NC2CCCCC2)N(CC2CCCO2)C(=O)CNC(=O)c2ccco2)cc1 (configuration not stated)
→ 8, -3, -6, -14, 0.1, -6, -3, -21, 2
- CC(=O)c1cc2c(ccc3ccccc32)oc1=O
→ 4, 7, /, /, 0.8, 1, -4, 10, 2
- CCOc1ccc(C(=O)NCCC(=O)N2CCC3(CC2)NCCc2[nH]cnc23)cc1OCC
→ -8, -8, -5, 1, 0.2, -11, -7, -17, 3
- COC(=O)c1c(NC(=O)c2c(-c3ccccc3Cl)noc2C)sc2c1CCC2
→ 4, -16, -15, -19, -0.6, 13, -1, 0, 1
- Clc1ccc(/C=N/Nc2nc(Cl)nc3ccccc23)cc1
→ 6, -5, -6, -24, 1.0, 3, -5, 5, 2
- Cc1ccc(C2=NCCn3c2c2ccc([N+](=O)[O-])cc2[n+]3[O-])cc1
→ 7, -10, -3, -5, -0.1, 5, -3, 10, 0
- COc1cc(C(=O)N2CCN(C(=O)c3cc(-c4ccc(Br)cc4)n[nH]3)CC2)cc(OC)c1OC
→ -5, -7, -6, -24, 2.9, -4, -1, 32, 9
- CCCCn1nnnc1C(c1ccc(OC)cc1)N1CCN(C/C=C/c2ccccc2)CC1 (configuration not stated)
→ 11, 55*, /, /, 1.5, -25, -7, 5, -2
- COC(=O)c1ccccc1N=Nc1c(N)n[nH]c1N
→ 8, -13, -6, -13, 0.8, -2, -4, -11, 0
- O=C(Cc1ccc(Nc2nc3ccc(Br)cc3[nH]2)cc1)NCCc1cccs1
→ 3, 14, -13, -13, 1.8, -6, -6, 21, 11
- COc1ccc(-c2cc(C(F)(F)F)nc(SCC(=O)N(C)Cc3cnn(C)c3C)n2)cc1OC
→ 29, -5, -7, -23, 2.3, -16, -10, 4, 2
- CNC(=O)c1ccc(S(=O)(=O)c2ccc(Cl)cc2)c(NC(C)=O)c1
→ -24, -3, -10, -8, -0.1, -8, -1, 3, 2
- CSCCn1c(C(C)(C)C)cc(C(=O)O)c1C
→ 4, -12, -4, -22, -0.7, -1, -2, 9, 0
- CCC(CC)C(=O)N1CCN(Cc2ccc3c(c2)OCO3)CC1
→ 19, -10, -13, -12, 0.1, -9, -6, -10, 6
- CCOC(=O)C1CCN(C(=O)CNC(=O)c2nn(-c3ccc(OC)cc3OC)c(=O)c3ccccc23)CC1
→ -21, -5, 3, -12, -0.2, 7, 4, -3, 1
- Nn1c(SCC(=O)NCc2ccc3c(c2)OCO3)nnc1C1CC1
→ 7, -6, -20, 4, 0.2, 1, -1, 9, 11
- COc1ccc(/C=C/c2nc3ccccc3n2Cc2ccc(OC)c(OC)c2)cc1
→ -4, -6, -15, 8, -0.7, 6, -6, -1, -1
- COc1ccc(S(=O)(=O)N2CCOCC2)cc1NC(=O)c1cccc2c(=O)c(C)c(-c3ccccc3)oc12
→ 21, 1, -1, -39, 1.6, -7, -8, 16, 8
- CCOC(=O)CC1(C)c2nc(NC(C)=O)sc2Cc2sc(NC(C)=O)nc21
→ -5, 5, /, /, 0.7, 10, -5, -6, 1
- COc1ccc(Cl)cc1NC(=O)CSc1nc(Nc2ccccc2)nc(N2CCOCC2)n1
→ 4, 10, -2, -13, 0.6, -7, -3, -38, 5
- C=CCOC(=O)N1CCC2CC1c1c(-c3ccc(C(F)(F)F)cc3)cccc12 (configuration not stated)
→ 15, -3, /, /, 0.4, 7, -5, -29, 2

Next part
Below each SMILES: M1 PAM parental, M1 antag, OXTR potentiator, CHO parental Ca, M1 ag parental, CHO-K1 Ca antag, M1 ag, TAAR1 antagonist, TAAR1 ag
- C=CCOc1cccn2c(N(C)C(=O)c3ccccc3F)c(CC)nc12
→ 19, -9, /, /, 0.5, -3, -6, /, /
- CCn1c(C)nc2cc(C#N)ccc21
→ 3, 0, -6, 5, 0.8, -19, -5, -4, 11
- Cc1cccc(Nc2ncnc3nc[nH]c23)c1
→ 22, -8, -8, -1, 4.4, 1, -4, 9, 0
- Cn1c(/C(C#N)=C(\O)c2ccc([N+](=O)[O-])s2)nc2ccccc21
→ -2, -10, -13, 16, 0.6, -17, -4, -11, 13
- CCOc1ccccc1NC(=O)COC(=O)Cc1ccc(-c2ccccc2)cc1
→ 22, -2, -7, -10, 0.4, -22, -6, 8, 5
- CC(NC(=O)NC1CCCCC1)C(c1cccs1)N1CCN(c2ccccc2)CC1 (configuration not stated)
→ 14, -9, -4, -17, 2.8, -5, -3, -27, 4
- COc1cccc(-n2c(C)c(C(C)=O)c(C(C)=O)c2C)c1
→ -6, 3, -6, 7, 0.1, 10, -2, 6, 5
- CCCCNC(=O)c1ccc2c(c1)N(C)C(=O)c1ccccc1S2
→ 15, -7, -8, -25, 2.4, -16, -6, -12, 6
